Compound activity (PubChem BioAssay)
GAA glycogen mod: inhibitors or activators of human alpha-glucosidase glycogen cleavage | P10253 | recombinant GAA, glycogen substrate, Amplex Red glucose oxidase fluorescence | Potency, µM (highest dose often 76.4 µM), for inactives: at the highest dose activity change, negative = inhibition, most hits filed as inhibitors | 0.38% of 300,000 active;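 further: potency means the concentration at half of the fitted maximal effect; 0% = full enzyme reaction and -100% = no-enzyme basal signal; the screen sought inhibitors and activators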
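Recombinant human enzyme (4 nM); glycogen substrate; 37 C, 40 min, pH 5.0. Readout: coupled glucose oxidase/Amplex Red fluorescence.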
LMNA splice mod: changes lamin A minigene splicing in HeLa cells | HeLa LMNA splicing GFP/RFP minigene ratio, 48 h | Potency, µM (titrated, usually from 46.1 µM), without a hit: at the highest dose ratio change, negative = inhibition, usual class: inhibitors | 0.01% of 200,000 active; active means well fitted inhibition curve with a large enough effect in the signal ratio, with a control signal flat, not every such curve was filed as active; inconclusive means small, poorly fitted or top-dose-only effect, or effect the other way, or a change in a side signal; the % refers to the signal ratio; further: potency means the concentration at half of the fitted maximal effect; on the % scale 0 is the no-effect control and ±100 the full control effect
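Read-out is the ratio of GFP to DsRed2 object intensity, acquired by 488 nm laser-scanning cytometry on HeLa lamin A-EGFP minigene reporter cells. Compound incubation 48 hrs at 37 °C in Opti-MEM with 2% FBS; DMSO 0.5% final.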
CBFb-RUNX1 inh: CBF-beta/RUNX1 interaction disruption | AlphaScreen CBFb-His/RUNX1-biotin binding, biochemical | Potency, µM (titrated, usually from 59.8 µM), for inactives: at the highest dose activity, negative = inhibition, actives largely listed as inhibitors | 230,000 tested, under 10 active | AID 1477; further: % of control where 0% means no effect
Target sequence (Q01196 whole entry, looked up): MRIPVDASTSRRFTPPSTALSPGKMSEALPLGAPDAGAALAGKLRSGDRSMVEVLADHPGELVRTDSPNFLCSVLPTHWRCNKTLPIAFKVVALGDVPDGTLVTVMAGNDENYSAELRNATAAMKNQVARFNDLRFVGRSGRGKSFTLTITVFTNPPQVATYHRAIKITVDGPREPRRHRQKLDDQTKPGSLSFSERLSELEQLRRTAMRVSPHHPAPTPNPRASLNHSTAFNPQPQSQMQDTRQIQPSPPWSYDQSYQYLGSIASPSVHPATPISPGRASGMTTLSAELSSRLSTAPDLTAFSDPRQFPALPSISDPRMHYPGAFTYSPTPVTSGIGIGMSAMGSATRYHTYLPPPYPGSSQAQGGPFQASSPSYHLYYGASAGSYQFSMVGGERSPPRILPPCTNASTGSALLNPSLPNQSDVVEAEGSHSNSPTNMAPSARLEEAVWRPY
Target sequence (Q13951 whole entry, looked up): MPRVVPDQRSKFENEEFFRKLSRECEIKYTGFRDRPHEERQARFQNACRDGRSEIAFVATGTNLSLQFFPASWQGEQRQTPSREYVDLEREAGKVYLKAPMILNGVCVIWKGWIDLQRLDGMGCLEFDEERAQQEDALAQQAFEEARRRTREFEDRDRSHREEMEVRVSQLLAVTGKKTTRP
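Compounds were screened at multiple concentrations against a preformed CBF-beta(His)/RUNX1(biotin) complex (30 nM of each) for 15 min at room temperature, followed by 90 min with nickel and streptavidin beads and AlphaScreen reading.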
aGlu spleen mod: lysosomal alpha-glucosidase (human) modulation; P10253; Potency, µM (titrated, usually from 79.9 µM), without a hit: at the highest dose activity change, negative = inhibition, usual class: inhibitors; 0.006% of 240,000 active; human spleen homogenate, 4-MU-alpha-glucoside fluorescence;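 further: potency means the concentration at half of the fitted maximal effect; 0% = enzyme with vehicle and -100% = no enzyme basal signal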
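Human spleen homogenate (1 ug) with 4-methylumbelliferyl-alpha-D-glucopyranoside (1 mM final) in 50 mM citrate/phosphate pH 5.0, 0.01% Tween-20; 40 min at 37 C. Stopped at pH 10; 4-MU fluorescence Ex 365/Em 440 nm; AC50 by Hill fit.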
GAA inh: inhibitors of human lysosomal alpha-glucosidase; P10253; purified human GAA, 4-MU-alpha-glucoside fluorescence; Potency, µM (top dose mostly 76.9 µM), for inactives: at the highest dose activity change, negative = inhibition, usual class: inhibitors; 0.005% of 200,000 active;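 further: potency means the concentration at half of the fitted maximal effect; plate controls were uninhibited enzyme wells for no effect and no-enzyme background for full effect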
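Human enzyme at 4 nM with 400 uM 4-methylumbelliferyl-alpha-D-pyranoside, citrate/phosphate buffer pH 5.0, 0.005% Tween-20, 20 min at room temperature. Compounds up to 77 uM. 4-MU fluorescence (Ex 365/Em 440) read after NaOH/glycine stop; AC50 from Hill fit.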
HttQ103 aggreg: mutant huntingtin aggregation inhibition; AID 1688; PC12 HttQ103-GFP aggregates, Acumen cytometry, 40 h; 1.1% of 220,000 active; Potency, µM (highest dose often 46.1 µM), for the others: at the top dose activity change, negative = inhibition, most hits filed as inhibitors; further: potency means the concentration at half of the fitted maximal effect; on the % scale 0 is the no-effect control and ±100 the full control effect; nearly all actives have a fitted effect of over 60% in size
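PC12/HTTQ103-GFP, ecdysone-inducible; teb 100 nM; cpd qHTS titration; GFP aggregates read on laser cytometer, Ex 488/Em 500-530 nm.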
HTT ATP protect: protects HTT-Q103 PC12 cells, measured by ATP; PC12 HTT-Q103 induced, cytoprotection, ATP luminescence, 40 h; Potency, µM (titrated, usually from 56.4 µM), for the others: cytoprotection (ATP increase), actives largely listed as activators; 0.14% of 230,000 active; AID 1471;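 further: potency means the concentration at half of the fitted maximal effect; % of control where 0% means no effect; nearly all actives have a fitted effect of over 45% in size; toxic huntingtin expression switched on by the ecdysone agonist tebufenozide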
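Huntington model: PC12 line, ecdysone-inducible HTTQ103 exon1–GFP, tebufenozide 100 nM. Test articles in a dose series. Endpoint luminescence from cellular ATP.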
Starred values were filed as active, the others as inactive; u = inconclusive; x = not tested or not shown; [ ] = dose if it differs, or a comment. Unless noted, the call rests on the fitted dose curve; in most records, active means well fitted curve in the direction sought with a large enough effect; inconclusive means small, poorly fitted or top-dose-only effect, or another doubt; inactive means no such curve, though single readings can be large; an effect the other way counts as inactive or inconclusive.

SMILES | GAA glycogen mod | LMNA splice mod | CBFb-RUNX1 inh | aGlu spleen mod | GAA inh | HttQ103 aggreg | HTT ATP protect
O=C(CC1NCCNC1=O)OCc1ccccc1 (stereo not drawn) | 1% | -5% | -1% | -4% | -6% | -6% | -3%
COc1ccc(C)cc1S(=O)(=O)N(C)CC(=O)NC1CCCC1 | 5% | -3% | -3% | 0% | -6% | 8% | 7%[10 µM]
CC(NC(=O)CSC1=NCCS1)c1ccccc1 (stereo not drawn) | 8% | u | 5% | 3% | 3% | -1%[9.22 µM] | 1%[10 µM]
COc1ccc(-n2c(=O)c(-c3cccc(C#N)c3)nc3cnc(N4CCNCC4)nc32)cc1 | x | -13% | x | 5% | x | x | -11%
COc1ccc(-c2cc(C#N)nc(Oc3ccc(Cl)cc3)n2)cc1 | 2% | -10% | -4% | 4% | -3% | 20% | -9%[10 µM]
Cc1c(C(=O)NCc2ccc3c(c2)OCO3)oc2ccc(S(=O)(=O)N3CCC(C)CC3)cc12 | -12% | u | -3% | -2% | -5% | -16% | 5%[10 µM]
O=C(NC1CCCc2ccccc21)c1cc(S(=O)(=O)N2CCOCC2)ccc1F (stereo not drawn) | -1% | 19%[46 µM] | 1% | -6% | 4% | 5% | -34%
Cc1ccc(Nc2nc(N)nc(CSc3nnnn3-c3ccccc3)n2)cc1 | 0% | 15% | u | 6% | -3% | -12% | -21%[0.074 µM]
CC12CC3CC(C)(C1)CC(C(=O)Nc1nn[nH]n1)(C3)C2 | -2% | 9% | -4% | -1% | -5% | 6% | -1%
O=C(NC1CCN(C(=S)NCc2ccco2)CC1)c1cccc(F)c1 | -3% | 6%[46 µM] | -4% | -1% | 8% | 10% | -25%
O=C(COc1ccc(Cl)cc1)c1ccc(O)cc1O | -1% | x | 10% | 1% | x | 9%[9.22 µM] | 1%[10 µM]
Cc1ccc(O)c(-c2cc(-c3ccccc3C)[nH]n2)c1 | -4% | -14% | 1% | -6% | -4% | 4% | -38%
COc1ccc(NC(=O)Cn2cnc3ccccc3c2=O)cc1OC | -7% | -3%[46 µM] | 2% | 9% | 6% | x | x
O=C(CN1C(=O)c2ccccc2C1=O)Nc1nnc(C2CCCO2)s1 (stereo not drawn) | 8% | -1% | -3% | 2% | -2% | 18% | -13%[0.074 µM]
CCC(=O)Nc1ccc(NC(=S)Nc2ccccc2)cc1 | -1% | 8% | -2% | -2% | 1% | -4% | x
COC(=O)/C=C1\SC(N2CCOCC2)=C(c2ccc(OC)cc2)C1=O | -4% | -23%[46 µM] | 16% | x | -5% | -6% | -32%[inhibitor]
Cc1nn(C(C)C(=O)N2CCCCC2)c(=O)c2c1sc1ccccc12 (stereo not drawn) | 11% | 13% | -2% | -5% | -3% | 10% | -6%
CC(C)OC(=O)c1ccc(OC(=O)c2cccnc2)cc1 | -2% | 7% | -2% | 3% | -22% | -5% | -2%
CCC(=O)Nc1cccc(NC(=S)NC(=O)c2cc3ccccc3o2)c1 | 2% | x | -3% | -10% | -9% | 7% | -58%[inhibitor]
Cc1ccc(-c2ccc(SCC(=O)N3CCCc4ccccc43)nn2)cc1 | -6% | u | -11% | -2% | 2% | u | 38%[10 µM]
CCOC(=O)C1(CCCc2ccccc2)CCN(C(=O)CCn2cnnn2)CC1 | 8% | x | -1% | 1% | -5% | 15%[9.22 µM] | 5%[10 µM]
CCC(C)[C@H](NC(=O)NCc1cccnc1)C(=O)OC (stereo partly drawn) | 2% | x | 1% | 8% | -9% | -9%[9.22 µM] | -9%[10 µM]
O=c1cc(/C=C/c2ccccc2)oc2c1ccc1ccccc12 | -6% | -11% | 5% | 1% | 6% | u | 20%[10 µM]
O=C(Nc1cccn(Cc2c(Cl)cccc2Cl)c1=O)c1ccc(Cl)cc1Cl | 1% | -3% | 2% | -14% | -2% | -17% | -43%[inhibitor]
Cc1c(/C=N\NC(=O)C2(C)CC2(Cl)Cl)cnn1C (stereo not drawn) | -1% | -6% | -3% | 2% | -5% | -1% | x
COc1ccc2c(c1)N(C[C@@H](C)CN(C)C)c1ccccc1S2 | x | u | -16%[21.7 µM] | 11%[29.1 µM] | x | -5%[20.6 µM] | -48%[inhibitor][17.1 µM]
CC(=O)Nc1ccc(S(=O)(=O)N2CCN=C2SCc2cccnc2)cc1 | 4% | x | 3% | 4% | 1% | -20% | 22%
CC(CCc1ccccc1)NC(=O)C(Cc1ccccc1)NS(=O)(=O)c1cccs1 (stereo not drawn) | -1% | -3% | 9% | -7% | 0% | -21% | -3%
COC(=O)C1C(c2ccccc2)C(C(=O)N2CCOCC2)C1c1ccccc1 (stereo not drawn) | 3% | 8% | 3% | -6% | -16%[15.4 µM] | 6% | -14%[10 µM]
CCOC(=O)Nc1cc2c(C)cc(=O)oc2cc1C | 7% | 3% | 13% | -5% | 5% | 5% | -23%[10 µM]
C/C(=N/NS(=O)(=O)c1ccc(C)cc1)[C@H]1C[C@@H]1c1ccccc1 | -1% | x | 6% | -4% | x | -4%[9.22 µM] | 16%[10 µM]
Cc1ccc(Cc2cncc(O)c2)cc1S(=O)(=O)O | -15% | -1% | -1% | -1% | 0% | 1% | -9%
N#C/C(=C(\O)c1ccco1)c1ccccn1 | 2% | 11% | -2% | 5% | 2% | -12%[9.22 µM] | -25%
O=C(N/N=C/C=C\c1ccccc1[N+](=O)[O-])c1cccs1 | -8% | -9% | -3% | -9% | -4% | -17% | 0%[10 µM]
COc1ccc(S(=O)(=O)N2CCOCC2)cc1NC(=O)COc1cccnc1[N+](=O)[O-] | -12% | -6%[46 µM] | -9% | -8% | u | 1% | -46%[inhibitor]
COC(=O)c1c(C)nc(C)c(C(=O)OC)c1-c1cccs1 | -3% | x | 5% | 3% | -17% | 12%[9.22 µM] | -12%[10 µM]
c1ccc(-c2nc3nonc3c3nc4ccccc4n23)cc1 | -12% | u | 0% | -1% | -12% | 1% | -8%[10 µM]
COc1ccc(C)cc1NS(=O)(=O)c1ccc2c(c1)n(C)c(=O)n2C | -5% | 15%[46 µM] | 1% | 9% | 0% | 7%[9.22 µM] | -24%[1.9 µM]
Cc1cc(C)cc(C(=O)O/N=C(\N)c2ccc(Br)cc2)c1 | 10% | 13% | 7% | -3% | -2% | -10% | -13%
CCNC(=O)NC(=O)COC(=O)CCCSc1nc2ccccc2[nH]1 | -5% | 4% | -6% | 1% | -8% | -12% | -3%

Continued (3 carried over from the part before).
SMILES | GAA glycogen mod | LMNA splice mod | CBFb-RUNX1 inh | aGlu spleen mod | GAA inh | HttQ103 aggreg | HTT ATP protect
COc1ccc(C)cc1NS(=O)(=O)c1ccc2c(c1)n(C)c(=O)n2C | -5% | 15%[46 µM] | 1% | 9% | 0% | 7%[9.22 µM] | -24%[1.9 µM]
Cc1cc(C)cc(C(=O)O/N=C(\N)c2ccc(Br)cc2)c1 | 10% | 13% | 7% | -3% | -2% | -10% | -13%
CCNC(=O)NC(=O)COC(=O)CCCSc1nc2ccccc2[nH]1 | -5% | 4% | -6% | 1% | -8% | -12% | -3%
O=C(NC(=S)Nc1ccc(CN2CCOCC2)cc1)c1ccco1 | 3% | x | 5% | 0% | -14% | 20%[9.22 µM] | 15%[10 µM]
CCCCN1C=C(C(=O)OC)C(c2ccccc2C(F)(F)F)C(C(=O)OC)=C1 | 2% | 7% | 0% | -2% | u | -2% | -24%
O=c1[nH]c2ccccc2c2nc(-c3cccc(S(=O)(=O)N4CCCC4)c3)nn12 | 1% | x | 12% | 3% | x | -7%[9.22 µM] | -3%[10 µM]
COc1cccc(NC(=O)CSc2c3c(nc4ccccc24)CCCC3)c1 | 8%[76.3 µM] | u | 9% | -18% | -11% | u | 24%[10 µM]
CC1=NNC(=O)C1CC(=O)N/N=C/C=C/c1ccccc1 (stereo not drawn) | u | x | 8% | 4% | x | 9%[9.22 µM] | -4%[10 µM]
O=C(c1ccc(Cn2c(=S)[nH]c3ccc(N4CCOCC4)cc3c2=O)cc1)N1CCC(N2CCCCC2)CC1 | -3% | x | 3% | 0% | -2% | -14%[9.22 µM] | -40%
c1cc(N2CCCC2)ccc1C(c1nnnn1C1CCCCC1)N1CCOCC1 (stereo not drawn) | -24% | 9% | -18% | 0% | -4% | 19% | -3%[10 µM]
CN(C(=O)CC1C(=O)NCCN1Cc1ccc(F)cc1)C1CCOCC1 (stereo not drawn) | -2% | x | 2% | 1% | x | 7%[9.22 µM] | 10%[10 µM]
COc1cc(NC(=S)NC(=O)c2c(OC)cccc2OC)ccc1NC(=O)c1cccs1 | -4% | 11% | -14% | 0% | -2% | 13% | -15%
CCOC(=O)CN=C1CC(C)(C)CC2=C1Sc1ncnc(N(C)C)c1N2 | 28µM* | 5% | 0% | -1% | 0% | 13% | -17%
COc1cc(NC(=S)NC2CC(C)(C)NC(C)(C)C2)c(OC)cc1Cl | 0% | u | -4% | -3% | 11% | 12% | -33%
COc1ccc(-c2csc(C)n2)cc1 | 4% | -2% | 11% | 1% | 0% | 5% | -8%[1.9 µM]
O=C(Nc1cc(=O)[nH]c2ncnn12)c1ccccc1 | 6% | 14% | 5% | -1% | -10% | 4% | -6%
COc1ccc(-n2c(=O)c(-c3ccccc3)nc3cnc(N4CCNCC4)nc32)cc1 | x | 4% | x | -4% | x | x | u
CCOC(=O)N1CCN(C(=O)C(C)(C)Oc2ccc(Cl)cc2)CC1 | -8% | 4% | 0% | -11% | -3%[15.4 µM] | 23% | -6%
COc1ccc(NC(=S)c2ccccc2)cc1 | 7% | 6% | -7% | -8% | -9% | 5% | 49%[0.074 µM]
COc1cccc(C2=CC(c3ccc(OC)c(OC)c3OC)n3nnnc3N2)c1 (stereo not drawn) | u | -16% | 0% | 0% | -7% | -2% | -48%[inhibitor][10 µM]
O=C(NCc1cccs1)c1cnn2cccnc12 | 6% | -2% | -1% | 4% | -5% | -17% | 30%
Oc1ccc(Cl)cc1CNCC1CCCO1 (stereo not drawn) | 7% | 8% | 4% | 3% | 6% | -7% | -19%[10 µM]
OB(O)c1ccc(B(O)O)cc1 | x | x | 19% | 14% | x | x | -20%

Outcome played no part in choosing rows (roughly 1.5% active in at least one column).
